Source: PubChem (National Center for Advancing Translational Sciences (NCATS))
Lipid storage S3 = qHTS Assay for Lipid Storage Modulators in Drosophila S3 Cells; Drosophila S3 cells, BODIPY lipid droplet fluorescence, 18-24 h; cells fed with added oleic acid; lipid storage change, negative = inhibition, % at the top dose, mostly 46.1 µM; hits show Potency in µM; 320,000 tested, 0.64% active; AID 2685; active = well fitted inhibition curve with a large enough effect in the signal ratio, with a control signal flat, not every such curve was filed as active; inconclusive = small, poorly fitted or top-dose-only effect, or effect the other way, or a change in a side signal; the % refers to the signal ratio
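Laser-scanning cytometry quantifies lipid droplet accumulation (500–530 nm total intensity; droplet/cell object ratio) in oleic acid-fed (400 uM added) Drosophila S3 cells treated with a concentration series. 20 uM Triacsin C defined 100% inhibition.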
Lipid storage S3 cell count max = further read-out of Lipid storage S3, marked with its call; cell number change, %; measured here: cell count max response;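 cells counted by Cell Tracker Red CMTPX staining in the red channel; peak over a dose series mostly up to 46.1 µM; percent activity relative to internal control wells on each plate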
Active calls of the source: *; i = inactive; ? = inconclusive; · = not tested or not shown; [ ] = another dose, or the depositor's remark. % is set by controls: 0 for no effect and ±100 for the full control effect; potency is the fitted concentration of half-maximal effect. Not all compounds are listed; the hit share may differ from the screen's.

SMILES	Lipid storage S3	Lipid storage S3 cell count max
COc1ccc(NC(=O)COC(=O)C(CC(C)C)N2C(=O)C3CC=CCC3C2=O)cc1Cl (stereo not given)	4%	5
O=c1[nH]cnc2sc3c(c12)CCC3	-3%	25
Cn1ncc2c(Nc3cccc([N+](=O)[O-])c3)ncnc21	i	-17
O=C(Cn1nnc(-c2ccccc2Cl)n1)N/N=C/c1ccc(-c2cccc(Cl)c2)o1	?	·
O=C(NC(=S)Nc1ccc2oc(=O)ccc2c1)c1ccc(-c2cccc(Cl)c2Cl)o1	?	·
Oc1c(I)cc(I)c2cccnc12	2%	4
CCn1cnc2c1c(=O)n(CC(=O)OC(C)C(N)=O)c(=O)n2Cc1ccccc1 (stereo not given)	-5%	11
CC(Oc1ccc(F)cc1F)C(=O)NNC(=S)NCC1CCCO1 (stereo not given)	1%	13
Cc1ccc(/C=N/n2c(-c3ccccc3)n[nH]c2=S)cc1	15%	8
CC1CCN(Cc2c(C(=O)N/N=C/c3ccc(C(C)(C)C)cc3)nnn2-c2nonc2N)CC1	?	·
COc1ccc(NC(=O)CSc2nnc(-c3cnccn3)n2C)cc1OC	i	20
CC1(C)CC(=O)C(C(c2ccccc2F)C2C(=O)CC(C)(C)CC2=O)C(=O)C1	-6%	4
CCOC(=O)c1c(-c2ccccc2)csc1NC(=O)c1ccc(S(=O)(=O)N2CC(C)OC(C)C2)cc1 (stereo not given)	i	·
CCOc1c(Cl)cc(CNc2nnnn2C)cc1OC	?	·
Cc1ccc(C(=O)Nc2ccc(N3CCOCC3)nc2N2CCOCC2)cc1	-3%	·

Some of the entries above in a different format:
Lipid storage S3 | Lipid storage S3 cell count max | Molecule
2% | 4 | Oc1c(I)cc(I)c2cccnc12
-5% | 11 | CCn1cnc2c1c(=O)n(CC(=O)OC(C)C(N)=O)c(=O)n2Cc1ccccc1 (stereo not given)
1% | 13 | CC(Oc1ccc(F)cc1F)C(=O)NNC(=S)NCC1CCCO1 (stereo not given)
15% | 8 | Cc1ccc(/C=N/n2c(-c3ccccc3)n[nH]c2=S)cc1
? | · | CC1CCN(Cc2c(C(=O)N/N=C/c3ccc(C(C)(C)C)cc3)nnn2-c2nonc2N)CC1

6 entries from above, sorted by heavy-atom count, falling.
SMILES	Lipid storage S3	Lipid storage S3 cell count max
CCOC(=O)c1c(-c2ccccc2)csc1NC(=O)c1ccc(S(=O)(=O)N2CC(C)OC(C)C2)cc1 (stereo not given)	i	·
CC1CCN(Cc2c(C(=O)N/N=C/c3ccc(C(C)(C)C)cc3)nnn2-c2nonc2N)CC1	?	·
COc1ccc(NC(=O)CSc2nnc(-c3cnccn3)n2C)cc1OC	i	20
Cc1ccc(/C=N/n2c(-c3ccccc3)n[nH]c2=S)cc1	15%	8
CCOc1c(Cl)cc(CNc2nnnn2C)cc1OC	?	·
O=c1[nH]cnc2sc3c(c12)CCC3	-3%	25

Next section
SMILES	Lipid storage S3	Lipid storage S3 cell count max
COCCCn1c(SCc2cccc(OC)c2)nc2cc(OC)c(OC)cc2c1=N	?	·
C/C(=N\NC(=S)NC1CCCCC1)c1ccc(C#N)cc1	10%	0
CCCCN(C(=O)c1ccc([N+](=O)[O-])o1)c1c(N)n(CCCC)c(=O)[nH]c1=O	?	·
O=C(NC(=O)N1CCOCC1)c1ccccc1	?	·
COc1cc(CNCc2cc(OC)c(OC)c(OC)c2)cc(OC)c1	17%	-14
Fc1cc(F)c(NC(=S)N2CCOCC2)c(F)c1	-10%	12
O=C(Cn1c(CO)nc2ccccc21)Nc1ccccc1Cl	?	·
COc1cc(C2c3[nH]c4ccccc4c3CCN2Cc2cn(C)nc2C)ccc1F (stereo not given)	-14%	-12
CN1/C(=C\C=C2/SC(=S)N(CC(=O)O)C2=O)C(C)(C)c2ccccc21	?	·
O=C1CC(c2cccc(Br)c2)C2=C(COC2=O)N1 (stereo not given)	?	·
O=C(Nc1ccc(N2CCN(C(=O)c3ccco3)CC2)cc1)c1ccccc1Br	?	·
COc1ccc(Cc2c(N)nc(C)nc2N)cc1	-1%	-18
CC(=O)C1C(c2ccncc2)NC(=O)NC1(O)C(F)(F)F (stereo not given)	0%	11
CCNC(=O)CN(c1ccc(OC)c(OC)c1)S(=O)(=O)c1ccccc1	-9%	-5
CCOC(=O)COc1ccc(Oc2nc(C)cc(OC)n2)nn1	?	·
CON(C)c1nc(Oc2ccc(=O)[nH]n2)nc(N(C)C)n1	i	-1
Cc1occc1-c1nnc(SCC(=O)Nc2nccs2)n1CCc1ccccc1	?	·
CC1CCCC(C)N1C(=O)COC(=O)CCC1CCCC1 (stereo not given)	4%	-4
CCN(CC)S(=O)(=O)c1cccc(NC(=O)COC(=O)/C=C/c2cccs2)c1	-8%	-10
COC(=O)c1cn(CC(=O)NC2CCCCC2)c2ccccc12	10%	8
CN(C)S(=O)(=O)c1cccc(NC(=O)CSc2nncn2-c2ccccc2)c1	i	·
Cc1ccc(SCC(=O)NCc2ccc(F)cc2)cc1	?	·
CCc1cc2c(=O)n(Cc3ccccc3)c(SC3CCOC3=O)nc2s1 (stereo not given)	-3%	-1
COc1ccc(NC(=O)CNS(=O)(=O)c2cccs2)c(OC)c1	i	·
O=[N+]([O-])C(/C=C(\Cl)[N+](=O)[O-])=C(N1CCCCC1)N1CCCCC1	?	·
O=C(NCCC1CCCCN1S(=O)(=O)c1cccs1)C(=O)Nc1ccc(F)cc1 (stereo not given)	?	·
CCn1c(C)c(C)c2cc(C(=O)NCCCN3CCN(C)CC3)ccc21	i	6
COC(=O)c1ccc(NC(=O)CCS(=O)(=O)c2ccc3c(c2)NC(=O)C(C)S3)cc1 (stereo not given)	i	-11
Cc1cc2cc(C)c(SCC(=O)NCc3ccco3)nc2cc1C	0%	0
O=Cc1cc2ccccc2nc1SCCCF	?	·
CCC1S/C(=N/C(=O)NC2CCCCC2)NC1=O (stereo not given)	2%	-3
NC(=O)c1nsc(C(=O)N(c2ccccc2)C(C(=O)NC2CCCC2)c2ccc3ncccc3c2)c1N (stereo not given)	i	12
COc1cc(CN2CCCCC2)ccc1OCc1ccccc1	?	·
Nc1cccnc1Sc1ccc([N+](=O)[O-])cn1	-3%	0
Cc1ccccc1-n1c(SCc2ccccn2)nc2n[nH]c(C)c2c1=N	i	·
CCN(CC)S(=O)(=O)c1ccc(=O)n(CC(=O)N2Cc3ccccc3CC2C(N)=O)c1 (stereo not given)	?	·
Cc1cc(=O)oc2cc(OCC(=O)OCC(=O)Nc3ccccc3C(C)C)ccc12	8%	1
Cc1ccc(NC(=O)CCC(C(=O)O)N2C(=O)c3ccccc3C2=O)cc1 (stereo not given)	?	·
O=C(NC1CCCCC1)C(c1ccc(F)cc1)N(Cc1ccco1)C(=O)Cn1nnc2ccccc21 (stereo not given)	16µM*	20*
CCOC(=O)c1cc(C(C)(C)C)n(CCCN2CCOCC2)c1C	1%	·
COc1ccccc1CNC(=O)c1cnc2ccccn2c1=O	?	·
Cc1ccc(NC(=O)c2cnn(-c3ccccc3)c2C)cc1	?	·
CC1CCCN(C(=O)CCCC(=O)N2CCCC(C)C2)C1 (stereo not given)	?	·
Cn1c(=O)cc(N)n(-c2ccccc2)c1=O	-10%	-9
CCOC(=O)Cn1c(=O)c(-c2ccccc2NC)nc2ccccc21	?	·

Overlap with the part before: 2 entries, then new ones.
SMILES	Lipid storage S3	Lipid storage S3 cell count max
Cn1c(=O)cc(N)n(-c2ccccc2)c1=O	-10%	-9
CCOC(=O)Cn1c(=O)c(-c2ccccc2NC)nc2ccccc21	?	·
O=C(O)C1C2CCC(O2)C1C(=O)NCc1ccc(Cl)cc1 (stereo not given)	13%	-19
CSCCC(NC(=O)C1CCC(C)CC1)C(=O)N1CCN(c2ccccn2)CC1 (stereo not given)	-16%	-6
CCCNC(=O)COc1ccc2c(=O)c(Oc3ccccc3F)coc2c1	?	·
Cc1ccc(S(=O)(=O)c2cc3c(=O)n4ccccc4nc3n(CC3CCCO3)c2=N)cc1C (stereo not given)	?	·
COC(=O)C(C(=O)Nc1cccc(C)n1)C1CCCCCC1 (stereo not given)	2%	·
COc1cc(C(=O)Nc2cccc(-c3cn4cccnc4n3)c2)cc(OC)c1OC	0%	2
CSCC[C@H](NC(=O)c1cccc([N+](=O)[O-])c1C)c1nc2ccccc2[nH]1	25%	13
COc1ccc(CN2CCCC(C(=O)c3cccc(OC(C)C)c3)C2)cc1Cn1cccn1 (stereo not given)	?	·
Cc1noc(C)c1C(=O)OC(C)C(=O)Nc1ccc(C(N)=O)cc1 (stereo not given)	?	·
CCOC(=O)NN1C(=O)c2ccccc2NC1c1cccnc1 (stereo not given)	-4%	-9
COc1ccc(/C=C/C(=O)O)cc1S(=O)(=O)N1CCc2ccccc2C1	11%[9.22 µM]	-1
CSc1cccc(NC(=S)Nc2cc(C)ccc2C)c1	3%	11
O=C(O)c1cccc(NC(=O)c2ccccc2NC(=O)c2cccc([N+](=O)[O-])c2)c1	?	·
CCCCn1c(C(C)NC(=O)CCC)nc2ccccc21 (stereo not given)	?	·
O=C(CSc1nccn1-c1ccc(F)cc1)NCc1ccc(F)cc1	?	·
CCn1cc(S(=O)(=O)Nc2cccnc2)cn1	?	·
Cc1cc(C)c2sc(NC(=O)C3CC3)nc2c1	17%	12
Cc1c(Br)cc(C(=O)NCCCN2CCOCC2)c(C)c1C	-16%	15
CCOc1ccc(CNC23CN4CN(CN(C4)C2)C3)cc1	?	·
Cc1nn(-c2ccccc2)c(N)c1N=Nc1ccccc1	?	·
CC(C)CN1CCC(=O)N(CCN=[N+]=[N-])CC1	?	·
O=C(CN1C(=O)CSC1=O)c1ccccc1	?	·
OC(CN1CCCCC1)CN(c1ccccc1)c1ccccc1 (stereo not given)	?	·
CCOC(=O)c1sc(NC(=O)CN2C(=O)C3CC=CCC3C2=O)nc1C (stereo not given)	0%	-13
CN(C)S(=O)(=O)c1ccc(NS(=O)(=O)/C=C/c2ccccc2)cc1	i	-1
CC(=O)c1sc(NC(=O)COc2ccc(Cl)cc2Cl)nc1C	24%[9.22 µM]	-13
O=C(COC(=O)CCNS(=O)(=O)c1ccccc1)NC(=O)Cc1ccccc1	19%	-6
O=C(CSc1nc2[nH]ncc2c(=O)[nH]1)Nc1ccccc1	?	·
N#Cc1c(NC(=O)c2ccc(N3CCOCC3)c([N+](=O)[O-])c2)sc2c1CCCC2	28%	15
O=C(O)CSc1nc(-c2ccccc2)cc(=O)[nH]1	?	·
Cc1c(NC(=O)CSc2nncc3ccccc23)c(=O)n(-c2ccccc2)n1C	10%	-1
CCOc1ccccc1Nc1nnc(SCc2nnc(-c3cc(OC)c(OC)c(OC)c3)o2)s1	-4%	1
Cc1cccc(NC(=O)CCNS(=O)(=O)c2cccc3nonc23)c1C	14%	18
O=C(CCC(=O)NCc1ccccc1)NCc1ccccc1	5%	7
O=C(CC1(O)C(=O)Nc2cc(Cl)cc(Cl)c21)c1ccccc1O (stereo not given)	?	·
CN(C(=O)c1ccc(NC(=O)C2CC=CCC2C(=O)O)cc1)c1ccccc1 (stereo not given)	-13%	2
Cc1ccc2c(c1)C(O)(CC(=O)c1cccnc1)C(=O)N2 (stereo not given)	i	-6
CCOc1ccc(NC(=O)c2c(NC(=O)CN3CCCC3)sc3c2CCC3)cc1	20%	·
CCn1nnnc1-c1ccc(OC)c(S(=O)(=O)Nc2ccc(C)c(C)c2)c1	?	·
COc1cccc(C2=NN(C(=O)c3ccc(C)o3)C(O)(C(F)(F)F)C2)c1 (stereo not given)	?	·
O=C(Cc1ccccc1)Nc1cc([N+](=O)[O-])ccc1N1CCOCC1	i	·
Cn1cccc1C(=O)NC(=O)COC(=O)c1ccc(O)cc1	i	-2
COC(=O)c1ccc(-c2ccc(CNCC(O)c3ccccc3)o2)cc1 (stereo not given)	?	·
O=C(c1cc(Cl)ccc1O)N1CCN(S(=O)(=O)c2cccs2)CC1	?	·
O=C(NCCc1c[nH]c2ccccc12)C1CCN(c2nnc(N3CCCC3=O)s2)CC1	-8%	-3

Structural class: the entries above with a CF3 group
SMILES	Lipid storage S3	Lipid storage S3 cell count max
CC(=O)C1C(c2ccncc2)NC(=O)NC1(O)C(F)(F)F (stereo not given)	0%	11
COc1cccc(C2=NN(C(=O)c3ccc(C)o3)C(O)(C(F)(F)F)C2)c1 (stereo not given)	?	·

(continued)
SMILES	Lipid storage S3	Lipid storage S3 cell count max
O=C(O)c1ccc(NC(=O)c2ccco2)c(NC(=O)c2ccco2)c1	?	·
Cn1c(=O)c2c(nc(NCCNC(=O)c3ccco3)n2Cc2ccccc2F)n(C)c1=O	?	·
Cc1ccccc1-n1nnnc1Sc1nnnn1-c1ccccc1	i	8
COc1ccc(C/C(C)=N/NC(=O)C2COc3ccccc3O2)cc1 (stereo not given)	?	·
CCOC(=O)c1nnc(-c2ccc(C)cc2)nc1N1CCSCC1	?	·
CC(C)(C)S(=O)(=O)c1cnc(N2CCCC2)nc1N	?	·
CCc1cc2c(-c3ccccc3)cc(=O)oc2cc1OCC(=O)NCC1CCC(C(=O)O)CC1 (stereo not given)	-4%	23
COc1ccc(C(=O)c2coc(-c3ccccc3C(=O)O)c2C(=O)O)cc1	?	·
Oc1cccc(Nc2ccccc2)c1	11%	-15
COc1ccc(OC)c(Nc2nc3ccccc3n3cnnc23)c1	-3%	-9
CC(C)N(Cc1nc(-c2ccc3c(c2)OCO3)no1)CC1CCC(=O)N1 (stereo not given)	?	·
COc1ccc(S(=O)(=O)NN=C2CCCCC2)cc1	11%	-17
Cn1c(NCc2ccccc2)nc2c1c(=O)n(Cc1ccc(Br)cc1)c(=O)n2C	8%	-13
COC(=O)c1ccc(NCC(=O)N2CCCCCC2)cc1	?	·
